PLC-beta3 inh: human PLC-beta3 inhibitors, primary screen, biochemical, fluorescence | 1-phosphatidylinositol 4,5-bisphosphate phosphodiesterase beta-3 (Homo sapiens), Q01970 | Purified PLC-beta3, fluorogenic substrate | inhibition, % at 12.2 µM | 0.18% of 370,000 active | AID 720704, 2013; in the data active means inhibition above about 11%;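 further: 0% = median of compound wells on plate and 100% = full blocker control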
ssDAF12 agonist: S. stercoralis DAF-12 nuclear receptor activators, primary screen, cell-based, luminescence, HEK293, GRIP1 co-expression, lit1-tk-luc; Nuclear hormone receptor DAF-12 (Strongyloides stercoralis); HEK293 ssDAF-12/GRIP1 lit1-tk-luc reporter; % of 3 µM dafachronic acid response; activation, % at 6.8 µM; 1% of 370,000 active;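 active means activation above the mean over all tested compounds plus 3 SD, cut at about 0.9% in these data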;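 further: 0% = DMSO-only wells and 100% = 3 µM delta7-dafachronic acid wells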
hgDAF12 agonist: H. glycines DAF-12 receptor agonists, primary screen, cell-based, luminescence, HEK293, GAL4 fusion, UAS-luciferase. Nuclear hormone receptor DAF-12 (Heterodera glycines), GAL4 fusion. HEK293 GAL4-hgDAF12 UAS-luciferase reporter, agonist luminescence; normalized to butyrate control. activation, % at 6.8 µM. 1.8% of 370,000 active;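 active means activation above a cutoff set at the mean of all screened compounds plus 3 SD, cut at about 10% in these data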;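 further: 0% = DMSO wells and 100% = sodium butyrate wells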
PG9 Ab binder: binders of HIV-1 gp120 antibody PG9, primary screen, biochemical, TR-FRET | HIV-1 gp120 / PG9 antibody interaction | TR-FRET gp120-PG9 antibody binding | inhibition, % at 6.7 µM | 0.43% of 360,000 active | AID 624416, 2012; in the data active means inhibition above about 8.5%
DAX1 inh-1: DAX1 (NR0B1) inhibitors on StAR promoter, primary screen, cell-based, luminescence, SF-1 (NR5A1), full-length DAX-1; HEK293T StAR-luciferase reporter, SF-1/DAX-1 repression relief; inhibition, % at 6.8 µM; 1.1% of 370,000 active; AID 652010, 2013;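 active means inhibition above the mean over all tested compounds plus 3 SD, cut at about 3.6% in these data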;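 further: 0% = DAX-1 cells with DMSO and 100% = cells lacking DAX-1 with DMSO; higher inhibition means more luminescence from relief of DAX-1 repression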
DAX1 inh-2: DAX1 (NR0B1) inhibitors, primary screen, cell-based, HEK293, Gal4-DAX1, luciferase luminescence; Nuclear receptor subfamily 0 group B member 1 (Homo sapiens), P51843; HEK293 Gal4-DAX1 luciferase reporter; inhibition, % at 6.75 µM; 0.99% of 340,000 active; AID 504766, 2011;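 active means inhibition above the mean over all tested compounds plus 3 SD, cut at about 4.2% in these data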;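 further: 0% = DAX1-transfected cells with DMSO and 100% = empty-vector control cells with DMSO; inhibition shows as a rise in luminescence from relieved DAX1 repression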
Target sequence (P51843 207-470 limits assumed): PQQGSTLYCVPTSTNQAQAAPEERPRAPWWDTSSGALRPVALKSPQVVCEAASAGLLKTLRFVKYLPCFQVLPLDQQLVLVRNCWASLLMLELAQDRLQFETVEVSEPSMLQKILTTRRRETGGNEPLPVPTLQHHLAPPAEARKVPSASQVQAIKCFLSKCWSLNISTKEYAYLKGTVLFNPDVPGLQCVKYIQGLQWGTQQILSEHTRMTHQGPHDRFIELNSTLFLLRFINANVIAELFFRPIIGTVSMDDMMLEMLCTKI
hcDAF12 agonist: H. contortus DAF-12 nuclear receptor activators, primary screen, cell-based, luminescence, HEK293, lit1-tk-luc reporter | HEK293 hcDAF-12 lit1-tk-luc reporter; 0% DMSO, 100% Δ7-dafachronic acid | activation, % at 6.8 µM | 1.4% of 370,000 active;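 active means activation above the mean of all tested compounds plus 3 SD, cut at about 5.5% in these data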;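 further: 100% = response to 3 µM Δ7-dafachronic acid high control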
Rev-erbA mod: modulators of Rev-erb alpha DNA binding, primary screen, biochemical, FITC-DNA, fluorescence polarization, uHTS. Rev-erbα–FITC-DNA binding, 90 min. activity, % at 10 µM. 0.79% of 370,000 active. AID 1259318, 2017;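 active means activity above about 14%, limit read from the data; passing the limit was not always enough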;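 further: 0% = DMSO wells with 35 nM protein and 100% = DMSO wells with 750 nM protein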
GAA850 FXN act: FXN promoter activators, primary screen, cell-based, luciferase luminescence, HEK293 lucGAA850; activation, % at 6 µM; AID 540364, 2011; 0.56% of 360,000 active; HEK293 lucGAA850 FXN promoter luciferase reporter, 24 h; percent of 10 µM SAHA response;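 active means activation above the average of all compounds screened plus 3 SD, cutoff fixed separately per campaign, cut at about 7.5% in these data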;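 further: 0% = DMSO wells and 100% = 10 µM SAHA wells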
SMARCA2 act: SMARCA2 (BRM) function activators, primary screen, cell-based, luminescence, high throughput; MG213 cells, MMTV-luciferase reporter, dexamethasone, overnight; activation, % at 9.1 µM; 1% of 370,000 active; in the data active means activation above about 7.8%;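 further: 0% = vehicle wells and 100% = reference activator wells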
HGIII-sPLA2 inh: human group III sPLA2 inhibitors, primary screen, biochemical, QFRET, BODIPY PC-A2 liposome substrate. Group 3 secretory phospholipase A2 (Homo sapiens), Q9NZ20. QFRET BODIPY PC-A2 liposome hydrolysis, fluorescence. inhibition, % at 12.2 µM. 0.56% of 370,000 active;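 active means inhibition above mean plus 3 SD of compounds lying within the high and low control bounds, cut at about 19% in these data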;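 further: 0% = median of test compound wells and 100% = no enzyme DMSO wells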
Target sequence (Q9NZ20 whole entry, looked up): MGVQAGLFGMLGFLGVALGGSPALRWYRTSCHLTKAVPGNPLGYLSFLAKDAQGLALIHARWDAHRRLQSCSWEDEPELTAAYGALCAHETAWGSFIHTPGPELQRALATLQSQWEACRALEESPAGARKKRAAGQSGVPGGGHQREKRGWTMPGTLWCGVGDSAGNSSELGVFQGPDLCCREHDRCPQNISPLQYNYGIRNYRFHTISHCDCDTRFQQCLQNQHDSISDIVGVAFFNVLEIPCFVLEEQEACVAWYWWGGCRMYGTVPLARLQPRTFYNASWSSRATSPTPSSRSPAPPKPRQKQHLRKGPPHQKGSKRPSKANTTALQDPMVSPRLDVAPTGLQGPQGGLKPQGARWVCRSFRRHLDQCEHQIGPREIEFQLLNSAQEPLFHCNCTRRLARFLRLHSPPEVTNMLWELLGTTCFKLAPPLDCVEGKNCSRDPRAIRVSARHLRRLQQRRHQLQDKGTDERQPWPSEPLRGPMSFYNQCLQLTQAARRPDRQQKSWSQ
The depositor's hits bear a star; . = not tested or not shown.

entry	Structure	PLC-beta3 inh	ssDAF12 agonist	hgDAF12 agonist	PG9 Ab binder	DAX1 inh-1	DAX1 inh-2	hcDAF12 agonist	Rev-erbA mod	GAA850 FXN act	SMARCA2 act	HGIII-sPLA2 inh
1	Cc1cccc(OC(C)C(=O)Nc2cc(Cl)ccc2-n2cncn2)c1 (stereo unspecified)	-6	-1.0	-3.2	-2.0	-1.7	0.1	1.9	5	-0.8	-2	1
2	O=C(c1ccco1)N1CCN(C(=O)c2ccc(-c3ccccc3Cl)o2)CC1	-4	-0.3	2.3	-0.3	2.7	1.1	-0.5	-2	7.6*	3	3
3	CCN(CC)C(=O)COc1ccc(S(=O)(=O)N2CCCC2)cc1	-1	-1.2	-0.8	2.7	-0.2	-0.7	0.0	-7	1.3	-1	0
4	CC(C)NC(=O)C1(C)CN(S(C)(=O)=O)CC(=O)N1CC(F)(F)F (stereo unspecified)	2	-1.2	1.7	0.9	-0.1	.	-2.1	4	.	3	4
5	CCCC(=O)Nc1c2c(nn1-c1ccccc1)CSC2	-5	-0.7	-0.5	-0.4	0.1	0.3	-2.4	3	1.5	3	0
6	CC1(C)OC(=O)C2=C(C[C@@H](C3CCCCC3)O[C@@H]2c2ccc(F)cc2)O1	1	-0.8	2.8	4.3	-0.9	.	-1.1	0	.	-2	1
7	Cc1cc(C(=O)NNC(=O)c2ccc(C)s2)c(C)o1	1	-1.1	4.0	-2.4	0.9	0.9	0.1	1	2.1	-3	2
8	CSc1ccc(Cl)c(C(=O)Nc2ccc(Cl)cn2)c1	-3	-1.2	3.2	-1.0	0.3	0.3	-0.6	7	-4.7	6	1
9	O=C(Cc1csc(-c2ccccc2)n1)NCc1cccs1	-9	-1.4	1.7	0.1	1.0	1.9	-0.7	3	1.5	2	-5
10	NNS(=O)(=O)c1ccc2c(c1)Cc1cc(S(=O)(=O)NN)ccc1-2	-1	-0.7	0.0	-4.5	0.4	-0.2	-2.3	1	2.9	2	-16
11	COc1cccc(CNCCSc2nnnn2C)c1	4	-1.2	-1.6	-1.1	0.9	1.6	-1.1	3	-2.4	3	3
12	COc1ccc(CNC(=O)c2sc(=O)n(Cc3ccc(-c4ccccc4)cc3)c2C)cc1OC	0	-2.3	-5.4	-0.8	-4.5	.	-5.5	-8	-3.9	-3	0
13	COc1ccccc1/C=C(/C(=O)OCC(=O)Nc1cc(C)ccc1C)c1ccccc1	3	-1.4	-2.2	0.1	-0.5	-1.1	-1.5	1	-1.9	-3	-6
14	O=C1CCC/C(=N\NC(=O)c2ccc(CSc3cccc4cccnc34)cc2)C1	-322	-1.5	-0.7	-0.3	0.1	-0.9	-2.0	-5	0.4	-5	-17
15	C=CCc1ccccc1OCCOc1ccc([N+](=O)[O-])cc1/C=N/NC(N)=O	0	-1.3	0.0	-2.3	-0.1	0.3	-1.4	-5	1.4	1	-2
16	COc1ccc(N2CC(C)Cn3c2nc2c3c(=O)n(Cc3ccc(F)cc3)c(=O)n2C)c(OC)c1 (stereo unspecified)	2	-1.2	0.7	-0.7	0.2	-1.7	-0.9	.	1.2	-3	8
17	CN(CC(=O)NCc1ccco1)S(=O)(=O)c1ccc2c(c1)c(=O)n(C)c(=O)n2C	-7	-1.5	-3.3	-2.3	-0.4	0.3	-1.2	0	1.0	1	2
18	CC(=O)Nc1ccc(NC(=O)c2ccco2)cc1	6	-1.4	3.3	-3.6	0.6	2.0	-1.6	-2	1.6	6	-2
19	Cc1ccc(C(C[N+](=O)[O-])c2c(N)n(C)c(=O)n(C)c2=O)cc1 (stereo unspecified)	-4	-0.5	-2.2	0.8	-0.5	0.7	1.7	-1	1.1	-2	3
20	Cc1c(Br)c(C(F)(F)F)nn1CC(=O)NCCCn1ccnc1	-6	-1.9	0.8	0.4	-0.3	-0.4	-0.5	-2	0.0	-5	0
21	COc1ccccc1N1CCN(CC(=O)Nc2sccc2C#N)CC1	-3	-0.8	-2.3	0.5	-0.5	-1.3	-2.7	-5	3.9	-3	0
22	S=c1[nH]nc(-c2ccccn2)n1/N=C/c1cccc(Cl)c1	-6	-1.7	-0.9	3.1	-0.8	0.1	1.7	-3	-0.6	-6	12
23	Cc1cccnc1NC(=O)c1ccc(S(=O)(=O)N2CCC(C)CC2)cc1	4	-1.4	-0.2	-0.4	-1.8	1.3	-0.2	-5	1.3	1	11
24	COc1cc(C(=O)N(C)C2CCCCC2)cc(OC)c1OC	3	-1.2	-0.1	-0.9	-0.5	1.0	-1.9	9	-0.4	4	-1
25	O=C(O)c1ccc(Cl)c(S(=O)(=O)N(Cc2ccccc2)c2ccccc2Cl)c1	-5	-0.5	1.4	-1.4	-0.1	1.7	1.4	-1	0.5	-3	-45

entry	Structure	PLC-beta3 inh	ssDAF12 agonist	hgDAF12 agonist	PG9 Ab binder	DAX1 inh-1	DAX1 inh-2	hcDAF12 agonist	Rev-erbA mod	GAA850 FXN act	SMARCA2 act	HGIII-sPLA2 inh
26	Oc1ccccc1C=NCCCCCCN=Cc1ccccc1O	3	-0.2	-1.8	-0.9	-1.2	1.3	1.1	9	-0.3	0	1
27	COc1ccc(S(=O)(=O)NCC(=O)N(CC(=O)NCC2CCCO2)c2cc(C)ccc2C)cc1 (stereo unspecified)	2	-1.1	-0.4	1.0	-0.4	0.9	1.0	-4	-2.8	0	-10
28	O=C(c1ccc2c(=O)n(-c3ccccc3)c(=O)[nH]c2c1)N1CCCCC1	-4	-2.2	-1.7	0.0	-1.2	-2.1	-2.6	-6	0.1	-3	2
29	O=C(Nc1nc(=O)n(C(=O)C2CC2)s1)c1ccccc1	2	-1.4	-1.7	-1.6	-0.4	1.4	0.5	2	-3.3	2	9
30	CSc1ccc(C(=O)C2CCCN(C(=O)CCCn3cncn3)C2)cc1 (stereo unspecified)	0	-1.6	-3.5	0.8	-0.3	-0.9	0.2	5	1.0	-1	4
31	NCc1ccccc1COc1ccccc1	2	-1.1	-0.4	-0.7	0.6	0.3	5.1	-2	-0.5	-2	3
32	CCCOc1ccc(CCC(=O)N/N=C/c2ccncc2)cc1	-7	-1.2	1.4	-0.6	-0.2	-2.2	-2.9	-2	-0.7	4	-5
33	CC(C)N(C(C)C)S(=O)(=O)c1ccc(Cl)nc1	2	-1.9	-1.4	-0.6	-0.1	0.8	1.4	0	-1.3	-1	3
34	Cc1cc(C(=O)CCC(=O)Nc2ccc(S(N)(=O)=O)cc2)c(C)s1	-9	-1.6	-1.3	-2.3	0.3	0.3	-0.5	6	1.4	-4	2
35	COCCNC(=O)CCn1c(=O)oc2ccccc21	5	-1.1	0.8	-0.2	0.2	-0.1	-0.8	0	0.3	-6	6
36	Cc1ccc(S(=O)(=O)NCC(=O)N(CC(=O)NCC2CCCO2)c2ccc(Cl)cc2)cc1 (stereo unspecified)	-1	-1.6	2.2	0.6	-0.4	1.2	-0.3	5	-1.4	0	-10
37	Cn1c(SCC(=O)Nc2cccc(F)c2)nnc1-c1cccnc1	0	-1.3	3.9	0.0	1.2	1.2	0.6	6	-0.3	4	1
38	Cc1cccc(OCCNc2cc(N3CCOCC3)ccc2[N+](=O)[O-])c1	1	-1.2	1.5	-0.6	-0.1	0.2	1.4	12	6.2	1	19*
39	Cc1ccc(-c2nn3c(=O)c(C)nnc3s2)cc1	3	-2.0	1.0	0.4	0.0	-0.8	-1.0	1	0.7	2	-2
40	CCCCc1cc(=O)oc2cc(OS(C)(=O)=O)ccc12	-47	-0.7	-1.1	0.3	-0.9	0.9	-1.5	-3	2.8	-1	0
41	COc1ccc([C@H]2CC(=O)C=C(c3cccc4c3Oc3ccccc3S4)C2)cc1	-2	-0.6	-0.9	0.3	-0.2	0.1	-1.8	3	0.6	-1	-3
42	O=C(NCCNC(=O)c1ccc(-c2ccc(Cl)c(Cl)c2)o1)c1cnccn1	-8	-1.0	-0.2	-1.7	-0.2	0.3	0.1	5	5.0	0	-1
43	O=C(Cn1c(C(=O)OCCO)cc2ccccc21)c1ccccc1	-12	-0.5	-1.3	0.6	-0.9	-2.3	3.1	3	-1.3	-1	0
44	CC(=O)c1c(O)c2ccccc2n(C(C)C)c1=O	-14	-1.2	-0.8	0.5	-0.2	-0.4	0.7	-3	0.6	-2	-1

An excerpt of these results, as labelled records.
27	COc1ccc(S(=O)(=O)NCC(=O)N(CC(=O)NCC2CCCO2)c2cc(C)ccc2C)cc1 (stereo unspecified)
  PLC-beta3 inh = 2
  ssDAF12 agonist = -1.1
  hgDAF12 agonist = -0.4
  PG9 Ab binder = 1.0
  DAX1 inh-1 = -0.4
  DAX1 inh-2 = 0.9
  hcDAF12 agonist = 1.0
  Rev-erbA mod = -4
  GAA850 FXN act = -2.8
  SMARCA2 act = 0
  HGIII-sPLA2 inh = -10

28	O=C(c1ccc2c(=O)n(-c3ccccc3)c(=O)[nH]c2c1)N1CCCCC1
  PLC-beta3 inh = -4
  ssDAF12 agonist = -2.2
  hgDAF12 agonist = -1.7
  PG9 Ab binder = 0.0
  DAX1 inh-1 = -1.2
  DAX1 inh-2 = -2.1
  hcDAF12 agonist = -2.6
  Rev-erbA mod = -6
  GAA850 FXN act = 0.1
  SMARCA2 act = -3
  HGIII-sPLA2 inh = 2

Screening data deposited in PubChem BioAssay by several laboratories.
